Giardia kill: Giardia lamblia killing; 340,000 compounds, 0.15% hits; activity change, % at 7.66 µM, hits read low; Giardia lamblia trophozoite viability; in the data active = activity change below about -80%; inconclusive = between about -30% and that limit;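 also: parasites exposed to compound for two days anaerobically before the ATP read; % is scaled to controls: 0 for no effect and ±100 for the full control effect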
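Media and compound were dispensed first, then trophozoites at 100 cells/well; plates sat 48 hrs at 37 deg C without oxygen before ATP luminescence reagent was added and read after 15-30 min at room temperature.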
Tb PFK inh: inhibitors of T. brucei phosphofructokinase | O15648 | T. brucei PFK, ADP-Glo luminescence | Potency, µM (highest dose often 57.5 µM), inactives show at the top dose activity, negative = inhibition, usual class: inhibitors | 330,000 compounds, 0.17% hits;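 also: potency is read from the fitted curve at half-maximal effect; 0% = uninhibited 1x PFK enzyme wells and -100% = no-enzyme wells; nearly all actives have a fitted effect of over 60% in size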
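In TEA buffer at pH 8.0 with 5 mM MgCl2, enzyme (1.25 nM) converted F6P (0.5 mM) and ATP (0.1 mM) for 45 min at room temperature. ADP product was read by luciferase luminescence.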
Chronic BCR inh: chronic active BCR signaling inhibition; Potency, µM (series often up to 46.1 µM), without a hit: at the top dose ratio change, negative = lower green/red ratio, most hits filed as inhibitors; 340,000 compounds, 0.05% hits; ABC-DLBCL IkBa-CBG/CBR reporter, luminescence ratio, 4 h; active = well fitted inhibition curve with a large enough effect in the signal ratio, with a control signal flat, not every such curve was filed as active; inconclusive = small, poorly fitted or top-dose-only effect, or effect the other way, or a change in a side signal; the % refers to the signal ratio;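 also: potency is read from the fitted curve at half-maximal effect; plate controls were basal doxycycline-induced cells for no effect and cells given 10 µM MG132 for full effect; MG132 reads +100%, hits lower the ratio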
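Cell line TMD8 (human ABC DLBCL), stably expressing tet-inducible CBG68-IkBa fusion and CBR; IMDM/0.5% FBS; cpd up to 46 uM; dox induction, 4 h, 37C/5% CO2; dual luminescence; green/red ratio; MG132 control.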
hERG WT inh: inhibitors of human wildtype KCNH2 potassium channel; Q12809; U2OS, BacMam KCNH2, thallium flux FluxOr; active compounds read low; 340,000 compounds, 0.37% hits; AID 720551; activity change, % at 1.84 µM;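 active = maximum activity change below -70%; inconclusive = maximum activity change between -70% and -50%; inactive = maximum activity change above -50%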; also: % is scaled to controls: 0 for no effect and ±100 for the full control effect
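U2OS cells were transduced with wild-type KCNH2 virus (2.03 x 10^8 / mL) for 4 h at room temperature, then cultured overnight at 37 C. Thallium flux was read with FluxOr dye. Rate constants were normalized to DMSO controls.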
FBPA coupling cs: coupling enzyme interference in Giardia aldolase counter-screen; coupling enzyme system counterscreen, AmpLite Red fluorescence; AID 2472; 290,000 compounds, 0.67% hits; activity change, negative = inhibition, % at 58.2 µM, hits read low; in the data active = activity change below about -30%; also: % is scaled to controls: 0 for no effect and ±100 for the full control effect
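Activity here indicates interference with the coupling reaction, not aldolase inhibition. Compounds at 57.5 uM final met coupling enzymes for 10 min at RT; substrate and AmpLite Red detection followed, with a 525/598 nm fluorescence read after 20 min.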
GALK inhibitor: inhibitors of human galactokinase | AID 1868 | 270,000 compounds, 0.007% hits | Purified GALK, Kinase-Glo residual ATP luminescence | Potency, µM (titrated, usually from 57.5 µM), inactives show top-dose activity change, negative = inhibition, usual class: inhibitors | P51570; also: potency is read from the fitted curve at half-maximal effect; % is scaled to controls: 0 for no effect and ±100 for the full control effect
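Compounds were pin-transferred into ATP buffer (35 uM final), then GALK plus galactose (5 nM, 100 uM final) was added. After 1 h at room temperature, Kinase-Glo Plus was added and luminescence read after 10 min.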
MLL CXXC-DNA inh: MLL CXXC-DNA interaction inhibition | MLL-CXXC / FITC-HOXA9 DNA fluorescence polarization | Q03164 | 290,000 compounds, 0.037% hits | Potency, µM (titrated, usually from 115 µM), without a hit: at the highest dose activity change, negative = inhibition, usual class: inhibitors; active = well fitted inhibition curve with a large enough effect in the polarisation, with a control signal flat, not every such curve was filed as active; inconclusive = small, poorly fitted or top-dose-only effect, or effect the other way, or a change in a side signal; inactive = no such curve, though single readings can be large or run the other way; the % refers to the polarisation; also: potency is read from the fitted curve at half-maximal effect
Target sequence (Q03164 whole entry, looked up): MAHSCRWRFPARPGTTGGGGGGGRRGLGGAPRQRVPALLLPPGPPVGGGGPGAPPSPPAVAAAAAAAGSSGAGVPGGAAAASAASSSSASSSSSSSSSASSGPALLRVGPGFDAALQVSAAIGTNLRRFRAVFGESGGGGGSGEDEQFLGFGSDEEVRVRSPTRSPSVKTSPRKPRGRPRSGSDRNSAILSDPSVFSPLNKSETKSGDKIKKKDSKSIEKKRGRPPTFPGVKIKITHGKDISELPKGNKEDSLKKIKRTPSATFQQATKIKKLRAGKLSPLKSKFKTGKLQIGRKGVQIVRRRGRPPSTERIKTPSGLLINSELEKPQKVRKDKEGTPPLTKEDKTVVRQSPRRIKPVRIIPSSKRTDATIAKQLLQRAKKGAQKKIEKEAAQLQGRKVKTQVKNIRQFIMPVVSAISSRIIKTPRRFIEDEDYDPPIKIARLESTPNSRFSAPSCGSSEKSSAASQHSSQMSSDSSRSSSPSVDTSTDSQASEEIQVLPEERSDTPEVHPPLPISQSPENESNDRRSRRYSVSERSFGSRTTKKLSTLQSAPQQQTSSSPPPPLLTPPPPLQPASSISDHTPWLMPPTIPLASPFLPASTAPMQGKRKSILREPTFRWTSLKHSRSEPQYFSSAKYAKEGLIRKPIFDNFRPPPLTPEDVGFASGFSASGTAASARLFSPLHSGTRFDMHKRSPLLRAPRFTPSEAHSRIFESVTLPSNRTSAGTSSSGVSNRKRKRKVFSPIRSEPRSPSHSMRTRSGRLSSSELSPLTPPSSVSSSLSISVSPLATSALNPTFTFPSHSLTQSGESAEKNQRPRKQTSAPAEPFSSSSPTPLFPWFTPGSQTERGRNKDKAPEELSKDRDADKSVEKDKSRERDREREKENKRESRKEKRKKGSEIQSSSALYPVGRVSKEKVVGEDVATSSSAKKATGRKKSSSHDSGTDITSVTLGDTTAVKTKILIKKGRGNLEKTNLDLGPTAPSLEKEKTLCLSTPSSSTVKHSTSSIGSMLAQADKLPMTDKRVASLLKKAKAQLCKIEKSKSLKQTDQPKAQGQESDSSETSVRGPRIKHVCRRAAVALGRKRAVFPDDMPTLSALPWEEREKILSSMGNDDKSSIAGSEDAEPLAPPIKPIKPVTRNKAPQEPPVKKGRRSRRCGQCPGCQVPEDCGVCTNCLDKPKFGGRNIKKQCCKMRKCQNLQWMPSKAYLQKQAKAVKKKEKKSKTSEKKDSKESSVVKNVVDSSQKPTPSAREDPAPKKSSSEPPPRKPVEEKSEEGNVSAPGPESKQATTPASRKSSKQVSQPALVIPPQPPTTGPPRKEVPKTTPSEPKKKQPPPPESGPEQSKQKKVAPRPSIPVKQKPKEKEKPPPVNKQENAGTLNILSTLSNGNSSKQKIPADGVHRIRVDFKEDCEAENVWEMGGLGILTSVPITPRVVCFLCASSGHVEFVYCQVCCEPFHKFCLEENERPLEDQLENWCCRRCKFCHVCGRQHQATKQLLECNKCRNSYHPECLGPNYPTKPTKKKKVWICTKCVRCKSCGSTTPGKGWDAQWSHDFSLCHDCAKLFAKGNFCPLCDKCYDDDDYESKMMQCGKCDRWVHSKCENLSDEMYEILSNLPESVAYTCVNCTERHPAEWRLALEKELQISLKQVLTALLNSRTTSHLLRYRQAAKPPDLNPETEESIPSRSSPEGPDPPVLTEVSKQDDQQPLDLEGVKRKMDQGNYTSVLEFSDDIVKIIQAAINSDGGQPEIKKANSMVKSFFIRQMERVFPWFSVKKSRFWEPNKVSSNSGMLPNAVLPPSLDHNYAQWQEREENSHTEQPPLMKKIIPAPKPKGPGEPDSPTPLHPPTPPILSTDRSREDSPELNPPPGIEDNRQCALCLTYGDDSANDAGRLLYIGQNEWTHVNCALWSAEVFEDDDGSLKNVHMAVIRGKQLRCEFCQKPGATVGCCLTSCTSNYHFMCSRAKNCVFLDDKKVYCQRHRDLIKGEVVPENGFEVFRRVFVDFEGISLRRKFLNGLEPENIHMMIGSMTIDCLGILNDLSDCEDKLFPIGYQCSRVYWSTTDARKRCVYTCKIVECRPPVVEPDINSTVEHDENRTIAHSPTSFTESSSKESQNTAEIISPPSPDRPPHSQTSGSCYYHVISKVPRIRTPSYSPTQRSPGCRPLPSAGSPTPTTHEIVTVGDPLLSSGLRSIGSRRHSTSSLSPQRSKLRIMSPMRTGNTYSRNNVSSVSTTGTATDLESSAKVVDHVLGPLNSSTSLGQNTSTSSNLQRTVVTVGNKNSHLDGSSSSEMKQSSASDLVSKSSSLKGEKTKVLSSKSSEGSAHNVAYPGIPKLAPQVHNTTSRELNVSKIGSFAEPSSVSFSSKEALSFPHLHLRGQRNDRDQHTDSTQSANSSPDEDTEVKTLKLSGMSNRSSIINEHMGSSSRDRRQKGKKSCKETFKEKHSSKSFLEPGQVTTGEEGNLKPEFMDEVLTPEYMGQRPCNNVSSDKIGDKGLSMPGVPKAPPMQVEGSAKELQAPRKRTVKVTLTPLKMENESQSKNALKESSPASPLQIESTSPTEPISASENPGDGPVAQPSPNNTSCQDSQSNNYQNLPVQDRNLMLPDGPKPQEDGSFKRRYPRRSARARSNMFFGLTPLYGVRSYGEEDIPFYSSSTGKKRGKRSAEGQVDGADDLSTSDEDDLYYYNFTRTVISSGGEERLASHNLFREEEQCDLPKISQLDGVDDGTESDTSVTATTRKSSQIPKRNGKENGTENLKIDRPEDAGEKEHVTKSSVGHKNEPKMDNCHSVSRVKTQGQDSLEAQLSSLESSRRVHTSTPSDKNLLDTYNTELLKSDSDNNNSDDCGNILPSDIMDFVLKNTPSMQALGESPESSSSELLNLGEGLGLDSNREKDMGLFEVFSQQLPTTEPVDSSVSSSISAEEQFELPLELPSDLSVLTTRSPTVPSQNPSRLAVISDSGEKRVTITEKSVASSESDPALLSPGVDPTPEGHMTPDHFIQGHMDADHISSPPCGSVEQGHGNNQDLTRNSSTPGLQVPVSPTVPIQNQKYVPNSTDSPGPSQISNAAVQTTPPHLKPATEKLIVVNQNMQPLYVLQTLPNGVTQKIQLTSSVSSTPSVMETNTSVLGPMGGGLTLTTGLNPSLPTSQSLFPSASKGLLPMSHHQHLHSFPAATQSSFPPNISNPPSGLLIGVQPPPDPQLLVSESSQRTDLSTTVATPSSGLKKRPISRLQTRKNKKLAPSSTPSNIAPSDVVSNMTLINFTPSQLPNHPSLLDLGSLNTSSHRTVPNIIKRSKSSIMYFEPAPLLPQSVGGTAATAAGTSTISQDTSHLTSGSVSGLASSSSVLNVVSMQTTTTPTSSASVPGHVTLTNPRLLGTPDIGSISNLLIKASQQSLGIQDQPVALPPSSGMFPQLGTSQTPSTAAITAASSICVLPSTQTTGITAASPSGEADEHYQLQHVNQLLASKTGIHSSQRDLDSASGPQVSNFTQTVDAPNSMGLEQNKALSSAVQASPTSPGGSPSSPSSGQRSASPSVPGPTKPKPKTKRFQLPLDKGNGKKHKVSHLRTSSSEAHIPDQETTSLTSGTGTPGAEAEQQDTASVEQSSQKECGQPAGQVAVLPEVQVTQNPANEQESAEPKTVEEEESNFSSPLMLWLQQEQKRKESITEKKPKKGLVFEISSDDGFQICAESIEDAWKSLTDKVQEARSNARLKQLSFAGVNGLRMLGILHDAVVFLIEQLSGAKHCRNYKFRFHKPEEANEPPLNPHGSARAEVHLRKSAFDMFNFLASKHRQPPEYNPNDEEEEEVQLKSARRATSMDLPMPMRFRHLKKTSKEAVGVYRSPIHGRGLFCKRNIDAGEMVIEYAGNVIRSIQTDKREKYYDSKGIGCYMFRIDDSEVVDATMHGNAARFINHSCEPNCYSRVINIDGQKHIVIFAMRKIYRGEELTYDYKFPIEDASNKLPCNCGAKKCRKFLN
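Fluorescence polarization: 7 uM MLL-CXXC (stock) preincubated 5 min with compounds, then 50 nM fluorescein-HOX-A9 DNA (stock) added; 30 min ambient. Buffer 50 mM Tris-HCl pH 7.5, 50 mM NaCl, 1 mM DTT, 0.05% BSA.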
TCR activator: T cell receptor activation. primary human leukocytes, anti-CD3, IL-2 HTRF, 48 h. Potency, µM (series often up to 9.22 µM), for the others: at the top dose activation of IL-2 secretion, actives largely listed as activators. 330,000 tested, under 10 active. AID 504894; also: % of control where 0% means no effect
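Using a-CD3 beads without co-stimulation, primary human leukocytes were exposed to compounds for 48 hr. An HTRF IL-2 kit measured the cytokine, with europium-to-d2 energy transfer producing emission at 665nm upon 320nm excitation.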
A-T KAP1 phos: candidate therapy for ataxia-telangiectasia; […] A-T fibroblasts, KAP-1 phosphorylation AlphaLISA; neocarzinostatin DNA damage 30 min before lysis; Potency, µM (highest dose often 57.5 µM), without a hit: at the highest dose activation, actives largely listed as activators; 320,000 compounds, 0.19% hits; also: potency is read from the fitted curve at half-maximal effect; % of control where 0% means no effect; nearly all actives have a fitted effect of over 45% in size
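hTERT-immortalized A-T patient fibroblasts ([…]), 500 cells/well in OPTI-MEM, 1% FBS, got compounds for 60 min, then NCS for 30 min at 37C. Lysates were then assayed for phospho-KAP-1 by AlphaLISA (anti-pKAP1 donor, anti-KAP1 acceptor beads), 6 hr at 25C.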
TSHR antag: human thyrotropin receptor antagonism; activity change, negative = inhibition, % at 11.5 µM; P16473; 330,000 compounds, 0.2% hits; TSHR-expressing cells, TSH-stimulated cAMP HTRF, 2 h; active compounds read low; AID 504810;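 active = activity change below a set negative limit, meaning inhibition stronger than a set level, cut at about -70% in these data; inconclusive = activity change between two set negative limits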; also: % is scaled to controls: 0 for no effect and ±100 for the full control effect
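Inhibition of cAMP made by TSHR-expressing cells under TSH stimulation (4nM final, EC80; 2 h, 37 deg C) is quantified with a one-step lysis HTRF kit, anti-cAMP cryptate versus cAMP-d2.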
Active calls of the source: *; u = inconclusive; x = no result given; & = joins results of further samples; [ ] = remark or other dose. Unless noted, calls follow the shape of the dose curve; as a rule, active = well fitted curve in the direction sought with a large enough effect; inconclusive = small, poorly fitted or top-dose-only effect, or another doubt; inactive = no such curve, though single readings can be large; an effect the other way counts as inactive or inconclusive. Not a hit list; overall some 1.6% were active at least once.

item	Molecule	Giardia kill	Tb PFK inh	Chronic BCR inh	hERG WT inh	FBPA coupling cs
1	Cc1ccc([N+](=O)[O-])cc1S(=O)(=O)NCCc1c(C)[nH]c2ccccc12	7	0%	1%	0	4
2	COc1ccc(/C=C/C(=O)OCC(=O)Nc2ccc(OC)c(S(=O)(=O)N3CCCCC3)c2)cc1	4	-1%	-14%	35	-1
3	CCOc1ccc2c(c1)C(NC(C)=O)C(=O)N2CCN1CCOCC1 (stereo not drawn)	-5	u	1%	2	1
4	CCn1c(SCC(=O)Nc2cc(C)on2)nnc1-c1ccc(OC)cc1	0	-3%	-1%	1	1
5	O=C(CN(Cc1ccc(Br)cc1)S(=O)(=O)c1ccccc1)NCc1cccnc1	-16	-13%	u	-39	-9
6	O=C(CCOc1ccccc1)Nc1ccnn1C1CCN(Cc2ccc(O)cc2)CC1	12	5%	1%	20	x
7	CCOC(=O)c1nnc(-c2ccc(C)cc2)nc1Sc1ccc(Cl)cc1	-12	2%	u	-3	2
8	COc1cccc(OC)c1C(=O)Nn1c(-c2cccs2)nc2ccccc2c1=O	-10	2%	u	-3	-4
9	CC(=O)N1[C@H](C)C=C[C@]1(Cc1ccccc1)C(=O)NCCc1c[nH]c2ccccc12	2	-1%	u	-8	-1&-1
10	CCN(CCCNC(=O)CN(C)S(=O)(=O)c1cccc2nsnc12)c1cccc(C)c1	-24	-1%	0%	4	-1
11	O=c1cc(-c2ccc(C(F)(F)F)cc2)oc2ccccc12	16	6%	0%	3	x
12	C[C@H](CO)N1C[C@H](C)[C@@H](CN(C)Cc2ccc(C(=O)O)cc2)Oc2c(NS(=O)(=O)c3cccs3)cccc2C1=O	10	4%	1%	-8	x

item	GALK inhibitor	MLL CXXC-DNA inh	TCR activator	A-T KAP1 phos	TSHR antag
1	x	-1%	4%[46.1 µM]	-7%	-5
2	0%	3%	-1%[46.1 µM]	2%	-17
3	x	6%	4%	-8%	2
4	-3%	4%	5%	-5%[11.5 µM]	-5
5	7%	u	1%	0%	18
6	-3%	57%[activator]	-1%	3%	-4
7	-1%	6%	5%	7%	37
8	1%	5%	-6%[46.1 µM]	-9%	5
9	x	2%	3%	-14%	4
10	2%	-7%	6%	-9%	-1
11	x	x	-4%	3%	-13
12	x	x	-8%	-4%	-7

Entries above that have a halogen:
item	Molecule	Giardia kill	Tb PFK inh	Chronic BCR inh	hERG WT inh	FBPA coupling cs
5	O=C(CN(Cc1ccc(Br)cc1)S(=O)(=O)c1ccccc1)NCc1cccnc1	-16	-13%	u	-39	-9
7	CCOC(=O)c1nnc(-c2ccc(C)cc2)nc1Sc1ccc(Cl)cc1	-12	2%	u	-3	2
11	O=c1cc(-c2ccc(C(F)(F)F)cc2)oc2ccccc12	16	6%	0%	3	x

item	GALK inhibitor	MLL CXXC-DNA inh	TCR activator	A-T KAP1 phos	TSHR antag
5	7%	u	1%	0%	18
7	-1%	6%	5%	7%	37
11	x	x	-4%	3%	-13

Carrying on:
item	Molecule	Giardia kill	Tb PFK inh	Chronic BCR inh	hERG WT inh	FBPA coupling cs
13	COC(CNc1ncnc2sc(-c3ccccc3)cc12)OC	-28	1%	-1%	-6	-1
14	Cc1c(Cl)cccc1NC(=S)NNS(=O)(=O)c1ccc([N+](=O)[O-])cc1	-5	2%	u	6	x
15	COc1ccccc1/C=C(\C#N)C(=O)c1cccn1C	15	0%	u	-5	-1
16	CCOC(=O)N1CCN(C(=O)CS(=O)(=O)c2cn(Cc3ccccc3Cl)c3ccccc23)CC1	9	-5%	-6%	-8	0
17	CN(C)c1ccc(N2C(=NC(=O)CCc3ccccc3)SC3CS(=O)(=O)CC32)cc1 (stereo not drawn)	6	-4%	0%	0	x
18	COc1ccc(OC)c(CNC(=O)CCCc2cn(C)c3ccccc23)c1	11	-2%	u	-10	0
19	COCCNC(=O)CCC1CCN(Cc2ccc(-c3ccccc3)cc2)CC1	-19	3%	0%	29	1
20	Cn1c(=O)c(C(=O)CN2CCN(Cc3ccc4c(c3)OCO4)CC2)c(N)n(Cc2ccccc2)c1=O	20	1%	-2%	14	-1
21	Cn1c(SCC(=O)N2CCOCC2)nnc1-c1ccc(NC(=O)c2ccccc2F)cc1	3	-4%	-3%	-8	-1
22	CCCC12CN3CCN(CC(C3)/C1=N\NC(=O)c1ccccc1Cl)C2	u	-6%	u	-2	0
23	Cc1ccsc1/C=N/NC(=O)Cc1ccc(Cl)cc1	-5	3%	-7%	-13	1
24	O=C(O)CCn1cc(-c2ccc(Cl)cc2)nc1-c1ccncc1	2	0%	u	x	x

item	GALK inhibitor	MLL CXXC-DNA inh	TCR activator	A-T KAP1 phos	TSHR antag
13	-1%	27%	3%	-23%	-16
14	-8%	8%	-2%	20%	29
15	0%	4%	1%	-11%	-1
16	-2%	3%	-1%	6%	1
17	6%	u	-26%	-2%	39
18	x	5%	0%	4%	25
19	3%	-1%	0%	-7%	-3
20	-1%	1%	12%	-2%	-5
21	-1%	-6%	-9%	2%	1
22	5%	0%	2%	3%	9
23	-1%	-1%	7%	27%	7
24	x	x	-1%	8%	-5

Further records.
item	Molecule	Giardia kill	Tb PFK inh	Chronic BCR inh	hERG WT inh	FBPA coupling cs
25	CC1CCC(NC(=O)CCS(=O)(=O)c2ccc3c(c2)NC(=O)C(C)S3)CC1 (stereo not drawn)	-9	0%	-1%	3	-2
26	CNC(=S)N(Cc1ccco1)Cc1cc2cc3c(cc2[nH]c1=O)OCCO3	9	0%	u	-2	-7
27	c1csc(-c2nn3c(-c4ccncc4)nnc3s2)c1	x	-1%	5%	x	1
28	CCOc1ccc(S(=O)(=O)N2CCCC(C(=O)NCC3CCCO3)C2)cc1 (stereo not drawn)	-2	2%	u	-5	x
29	Cc1noc(C)c1S(=O)(=O)N1CCC2(CC1)OCCO2	-24	2%	-2%	18	3
30	CSc1ccc(OC2CCCCC2NS(=O)(=O)c2ccc(Cl)cc2)cc1 (stereo not drawn)	-7	0%	u	2	1
31	COc1ccc(C(=O)O/N=C(\N)c2ccccc2)cc1	13	u	u	2	-1
32	COc1cc(/C=C(\NC(C)=O)C(=O)N2CCCCC2)ccc1OC(C)=O	4	3%	-1%	1	2
33	NC(=O)CC(NC(=O)Cc1ccc(Br)cc1)c1ccc(NCC2CC2)c([N+](=O)[O-])c1 (stereo not drawn)	-6	-2%	-1%	-32	2
34	Cc1ccc(S(=O)(=O)CCC(=O)Nc2ccccc2N2CCCC2)cc1	-11	-1%	0%	4	x
35	CC1CCCN(CCSc2ccc(Cl)cc2)C1 (stereo not drawn)	10	-8%	7%	8	2
36	CCOC(=O)c1[nH]c(C)c(C(=O)Nc2ccc(C)cc2C)c1C	-28	-6%	-4%	-2	0

item	GALK inhibitor	MLL CXXC-DNA inh	TCR activator	A-T KAP1 phos	TSHR antag
25	0%	-6%	12%	4%	-10
26	0%	-1%	3%[46.1 µM]	2%	-11
27	8%	-1%	x	-6%	-2
28	4%	1%	0%	-1%	-9
29	4%	-2%	1%	0%	-8
30	0%	0%	7%[46.1 µM]	-6%	5
31	24%	4%	-4%	8%	0
32	-4%	-4%	6%	-2%	0
33	0%	-2%	7%	-59%[inhibitor]	7
34	x	x	-13%	-11%	0
35	4%	9%	-2%[46.1 µM]	6%	-4
36	1%	-1%	4%	2%	2

More structures.
item	Molecule	Giardia kill	Tb PFK inh	Chronic BCR inh	hERG WT inh	FBPA coupling cs
37	Cc1nnc(SCC(=O)NNC(=O)c2ccc(F)cc2)n1Cc1ccccc1	0	10%	0%	-1	x
38	Cc1ccc(S(=O)(=O)N2CCCC2CNC(=O)C(=O)NC2CC2)cc1 (stereo not drawn)	40[activator]	-5%	7%	7	x
39	Cc1ccc(C)c(S(=O)(=O)Nc2ccc(C(=O)N3CCC3)cc2)c1	5	-1%	1%	25	x
40	COc1ccc(C2C(C#N)=C(N)OC3=C2C(=O)CC(C)(C)C3)c([N+](=O)[O-])c1OC (stereo not drawn)	1	2%	-2%	6	-1
41	Cc1nc(N2CCN(c3ccccc3)CC2)[nH]c(=O)c1Cc1cccc2ccccc12	x	-12%	u	x	-3
42	CCOC(=O)C1=C(N)N2C(=O)C(C)SC2=C(C(=O)OCC)C1c1cc(OC)c(OC)c(OC)c1 (stereo not drawn)	16	0%	-1%	x	3

item	GALK inhibitor	MLL CXXC-DNA inh	TCR activator	A-T KAP1 phos	TSHR antag
37	x	x	5%	11%	3
38	x	x	1%	3%	2
39	x	x	2%	5%	-5
40	-1%	10%	3%	3%	9
41	0%	4%	x	10%	1
42	6%	4%	3%	6%	-9

High-throughput results as filed in PubChem.
